Screening data: PubChem, Broad Institute
EWS-Fli block = EWS/Fli transcriptional activity inhibition; A673 NR0B1-luciferase reporter, viability-normalised; inhibition, % at 12.6 µM; actives 0.67% (n = 350,000); AID 651661;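 active = mean inhibition of at least 50% after viability correction, with every replicate also passing that limit; inconclusive = mean reaches 50% but only one of two replicates passes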;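 note: firefly luciferase signal divided by Alamar Blue viability fluorescence both relative to DMSO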
miR-122 sensor = inhibitors of miR-122 in Huh7 cells | AID 602342 | activation (reporter increase), % at 12.5 µM | Huh7 miR-122 Renilla luciferase sensor, 48 h; neutral wells = 0, positive control = 100 | actives 0.3% (n = 340,000);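 active = mean replicate activation score at least 90 and every replicate individually at or above 90; inconclusive = only one of the two criteria met; inactive = neither criterion met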;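 note: higher luciferase means less miR-122 activity so hits act as miR-122 inhibitors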
FN deposition inh = fibronectin deposition inhibition; AH1F fibroblasts, Alexa488-fibronectin deposition fluorescence, overnight; inhibition, % at 12.6 µM; actives 0.086% (n = 350,000); AID 743247;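 active = mean inhibition across replicates of 30% or more, regardless of how many single replicates reach that level; inconclusive = mean under 30% yet at least half of replicates reach 30%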;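 note: positive control wells lacked labelled fibronectin entirely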
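test system = AH1F fibroblasts assembling fluorescent fibronectin matrix | quantity = 10000 AH1F cells per well | buffer or medium = DMEM plus 2% serum, read in PBS | doses = single dose, pinned | incubation = 1 h cell attachment, overnight exposure to compound and label | detection = fluorescence at 485 nm excitation, 525 nm emission | read-out basis = inhibition from reduced deposited-fibronectin fluorescence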
LGR2 inh = inhibitors of bursicon-induced Drosophila LGR2 receptor cAMP signaling | HEK293 LGR2, CRE-luciferase, bursicon-stimulated, 4 h | actives 0.35% (n = 380,000) | inhibition, % at 9.99 µM | AID 720647;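 active = drop in luminescence signal, shown as inhibition above about 50% in the replicate tests, limit read from the data, passing the limit was not always enough; inconclusive = probably only some replicates passing the limit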;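 note: agonist challenge used bursicon conditioned medium at about half maximal strength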
Cneo AK release = Cryptococcus neoformans lysis via adenylate kinase release. C. neoformans lysis, adenylate kinase release luminescence, 4 h; normalised: neutral wells 0, clomiphene wells 100. lysis activity, % at 15 µM. actives 0.2% (n = 360,000). AID 651654;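 active = mean lysis activity across replicates of at least 80%, whatever share of replicates individually reach that level; inactive = mean lysis activity below 80%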
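Test system: log-phase Cryptococcus neoformans yeast cells. Input: 5 × 10^6 yeast cells/mL. Medium: fresh YPD growth medium. Doses: single dose. Incubation: static 4 h at 37 °C with compound, 1 h detection. Measured by: luminescent adenylate kinase detection reagent. Read-out: signal increase indicating cell lysis. Benchmarks: Clomiphene.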
Casp6 inh = blocks human caspase-6 cleavage activity. actives 0.53% (n = 350,000). inhibition, % at 12.5 µM. purified caspase-6, Z-VEID-R110 cleavage fluorescence. AID 686996. P55212;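 active = mean inhibition across replicates at least about 35%, with every replicate also reaching that limit, limit read from the data; inconclusive = only one of the two criteria met; inactive = neither criterion met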;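 note: 0% = median of neutral control wells and 100% = no fluorescence left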
Target sequence (P55212 24-179 limits assumed): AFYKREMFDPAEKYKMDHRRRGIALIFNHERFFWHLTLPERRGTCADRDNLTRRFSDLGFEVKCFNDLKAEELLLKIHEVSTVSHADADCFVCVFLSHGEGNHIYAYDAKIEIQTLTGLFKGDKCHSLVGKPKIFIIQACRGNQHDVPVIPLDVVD
Target sequence (P55212 194-293 limits assumed): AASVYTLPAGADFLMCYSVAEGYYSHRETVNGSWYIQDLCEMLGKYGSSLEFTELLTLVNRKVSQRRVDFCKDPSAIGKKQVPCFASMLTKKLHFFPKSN
PGC1a acetyl inh = lowers PGC1a acetylation signal in U2OS cells; actives 0.17% (n = 350,000); AID 651687; AlphaScreen anti-acetyl-lysine; with virally co-expressed GCN5 acetyltransferase; inhibition, % at 15.6 µM;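 active = every replicate shows inhibition of at least 40%; inconclusive = mean inhibition at least 40% but some replicate below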;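 note: 0% = neutral control wells and 100% = positive control wells; some results beyond the cut were filed as inactive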
PAX8 reporter = inhibitors of PAX8 transcriptional activity in RMG-I cells; RMG-I TPO-luciferase reporter, SteadyGlo, 24 h; inhibition, % at 12.6 µM; actives 1.2% (n = 360,000); AID 652154;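 active = mean replicate inhibition at least 60% with every replicate also reaching 60%; inconclusive = only one of the two criteria is met; inactive = mean below 60% and not all replicates reaching 60%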;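 note: luciferase light reporting Pax8 driven TPO promoter activity; plate controls were median of neutral control wells for no effect and mitoxantrone controls for full effect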
Starred values were filed as active, the others as inactive; u = inconclusive; x = not tested or not shown; [ ] = remark or other dose.

SMILES	EWS-Fli block	miR-122 sensor	FN deposition inh	LGR2 inh	Cneo AK release	Casp6 inh	PGC1a acetyl inh	PAX8 reporter
C=CCOc1ccc(C=CC(=O)c2c(O)c(OC)c(OC)c(OC)c2OC)cc1	3	-1	17	u	-1	-2	7	10
O=c1[nH]ncc(NCc2ccc(Cl)cc2)c1Cl	-8	-3	-20	x	x	1	-9	4
O=CNc1ccc2c(c1)Cc1cc([N+](=O)[O-])ccc1-2	25	-9	x	-50	-2	-2	-54	-36
O=C(CN1CCN(S(=O)(=O)c2ccc(Br)cc2)CC1)N/N=C/c1cccnc1	x	-3	2	3	x	x	2	3
C[C@@H]1CN([C@@H](C)CO)C(=O)Cc2cc(N(C)C)ccc2O[C@H]1CN(C)C(=O)Nc1ccccc1	-3	-3[16.7 µM]	x	3	-3	-1	1	-29
COc1ccc(CN(C)C[C@H]2OCCCC[C@H](C)Oc3ccc(NS(=O)(=O)c4ccc(Cl)cc4)cc3C(=O)N([C@@H](C)CO)C[C@@H]2C)cc1	13	10[16.7 µM]	-5	-1	1	1	8	0
COc1ccc(CN2CCCC(C(=O)c3ccc(SC)cc3)C2)cc1Cn1cccn1 (configuration not stated)	12	4	3	-1	-3	4	7	-2
C=CCN1N=C(/C=C/c2ccccc2)CCC1=O	-5	x	-21	-2	x	0	-9	-44
O=C(O)COc1ccc(/C=N/n2c(COc3ccccc3)nc3ccccc3c2=O)cc1	-24	x	-1	6	x	-3	x	-51
C[C@@H]1CN([C@H](C)CO)C(=O)c2cc(C#Cc3ccccn3)cnc2O[C@@H]1CN(C)CC1CCOCC1	-22	1[16.7 µM]	x	-9	-3	-3	1	-6
O=C(CN1C(=O)S/C(=C\C=C\c2ccccc2)C1=O)NC1CCS(=O)(=O)C1 (configuration not stated)	x	-4	-9	-29	-20	-1	-23	-95
O=C(CCNC(=O)c1ccccc1)OCN1C(=O)c2ccccc2C1=O	x	-8	x	-15	1	x	10	x
CC(=O)Nc1ccc(-c2csc(NC(=O)Cc3cccc(F)c3)n2)cc1	20	12	-11	14	-1	2	x	-12
O=C(CN1CCN(C2CCCCC2)CC1)c1ccc2cc[nH]c2c1	-9	-4	0	15	1	0	6	1
CCCCOC(=O)n1c(SCC(=O)N(CC)CC)nc2ccccc21	x	2	-11	7	x	x	8	x
CCC(C)(C)n1nnnc1C(c1ccccc1)N1CCc2ccccc2C1 (configuration not stated)	x	4	x	8	5	x	-24	x
O=C(CNS(=O)(=O)c1cccs1)Nc1ccc2c(c1)OCCO2	x	-5	5	x	1	x	20	-78
CCN(CC)S(=O)(=O)c1ccc2oc(C(=O)NCc3ccc(C)cc3)c(C)c2c1	-4	0	x	14	-4	1	16	x
CCCNC(=O)Nc1ccc2c(c1)OC[C@@H](C)N(Cc1cccnc1)C[C@@H](C)[C@@H](OC)CN(C)C2=O	-25	x	0	7	-3	x	13	11
CCN1C(=O)[C@@H]2[C@@H](c3ccc(-c4ccc(Cl)c(Cl)c4)c(OC)c3)N3CCCC[C@@]3(C(=O)OC)[C@@H]2C1=O	-7	1	-6	x	2	1	16	22
CSc1ccc(CN2C(=O)NC3(CCCCCC3)C2=O)cc1	11	x	-5	-15	x	1	x	10
COC(=O)[C@H](CC(C)C)NC(=O)Cn1cnc(C(=O)Nc2ccc(C)c(C)c2)n1	-95	-3	8	-40	-2	1	-16	-116
Cc1ccc(Cc2ccc(C(=O)NNC(N)=S)o2)cc1	13	2	-2	10	1	10	4	0
Cc1[nH]c2ccccc2c1/C=N/Nc1ccc([N+](=O)[O-])cc1	-46	x	-67	-1	x	-2	x	42
Cc1cccc[n+]1CC(=O)Nc1cccc([N+](=O)[O-])c1	-3	x	-16	-2	x	-4	4	-7

3 entries from above, arranged by the number in Casp6 inh, ascending.
smiles,Casp6 inh
Cc1[nH]c2ccccc2c1/C=N/Nc1ccc([N+](=O)[O-])cc1,-2
CCN(CC)S(=O)(=O)c1ccc2oc(C(=O)NCc3ccc(C)cc3)c(C)c2c1,1
Cc1ccc(Cc2ccc(C(=O)NNC(N)=S)o2)cc1,10

Next part:
SMILES	EWS-Fli block	miR-122 sensor	FN deposition inh	LGR2 inh	Cneo AK release	Casp6 inh	PGC1a acetyl inh	PAX8 reporter
Cc1cc(/C=N/NC(=O)Cn2c3ccccc3c(=O)c3ccccc32)c(C)n1-c1ccccc1	-3	x	0	-18	x	1	x	19
Cc1csc(=S)n1-c1ccccc1	x	-4	x	27	-1	x	-4	x
COc1cccc2c(=O)n(CC(=O)N3CCN(c4ccccc4)CC3)ccc12	1	-6	7	-10	6	0	2	7
C[C@H]1CN([C@@H](C)CO)C(=O)c2cc(-c3cccc(F)c3)cnc2O[C@@H]1CN(C)Cc1ccncc1	-2	-3[16.7 µM]	x	4	-3	-1	-2	1
C=CC[C@@H](CC(=O)N[C@@H](CO)Cc1ccccc1)C(=O)N[C@@H](COC(=O)[C@@H](CC=C)Cc1ccc(F)cc1)Cc1c[nH]c2ccccc12	3	x	3	-10	-1	0	x	21
Cc1c(C(=O)NCCN2C(=O)S/C(=C\c3cccnc3)C2=O)cccc1[N+](=O)[O-]	8	0	-4	4	2	1	-4	10
O=C1[C@@H]2[C@@H](CN3CN(c4ccccc4)N=C(c4ccccc4)[C@@]23c2ccccc2)C(=O)N1c1ccccc1	-8	x	7	17	x	-3	x	3
CCCN1CCC(N2CCN(c3ccc([N+](=O)[O-])cc3)CC2)CC1	-1	-3	0	13	2	-4	-2	6
O=C1CC(NCc2ccc3c(c2)OCO3)C(=O)N1CCc1ccccc1 (configuration not stated)	x	x	3	0	-1	-1	-1	x
Cc1cccn2cc(-c3ccc(Cl)cc3)nc12	28	x	-4	18	x	1	x	-57
C/C(=N\NC(=O)CNC(=O)C1COc2ccccc2O1)c1ccco1 (configuration not stated)	-3	-4	-3	-10	2	4	x	9
O=C(NCc1ccccc1)C(c1ccccc1)N(C(=O)c1csnn1)c1ccc(F)cc1 (configuration not stated)	6	-2	4	6	-3	-1	-86	1
C[C@@H]1CCCCO[C@@H](CN(C)S(=O)(=O)c2ccc(F)cc2)[C@H](C)CN([C@@H](C)CO)C(=O)c2cc(NC(=O)c3ccccc3)ccc2O1	2	-8[16.7 µM]	-5	8	-2	1	-12	9
CN1CCN(NC(=O)CN2C(=O)/C(=C/c3c(Cl)cccc3Cl)SC2=S)CC1	x	-1	-15	x	-1	x	1	32
C[C@H](CO)N1C[C@H](C)[C@H](CN(C)C(=O)Nc2ccc(C(F)(F)F)cc2)Oc2cc(-c3ccncc3)ccc2S1(=O)=O	10	0[16.7 µM]	14	-8	0	1	2	x
O=C(O)c1ccc(Sc2nnnn2-c2ccccc2)c([N+](=O)[O-])c1	x	2	2	-8	0	2	8	4
C[C@@H]1CN([C@@H](C)CO)C(=O)Cc2cc(NS(=O)(=O)c3cccs3)ccc2O[C@H]1CN(C)Cc1ccncc1	-7	8[16.7 µM]	x	4	1	x	6	4
O=C1CC(c2ccco2)CC(O)=C1C=NCCN1CCN(C(=S)Nc2ccccc2)CC1 (configuration not stated)	7	x	7	x	x	2	x	-1
COC(=O)c1cc(C(=O)N2CCN(C(=O)c3ccco3)CC2)cc([N+](=O)[O-])c1	6	-8	2	-19	-1	0	0	x
Cc1ccc(Nc2nnc(SCC(=O)NC3CCS(=O)(=O)C3)s2)c(C)c1 (configuration not stated)	12	x	x	-1	x	4	x	-11
CC(C)Cc1nnc(NC(=O)CCC(=O)NC2CCCC2)s1	1	-5	-24	-8	-7	-5	5	-3
C[C@@H]1CCCCO[C@@H](CN(C)CC2CCCCC2)[C@@H](C)CN([C@H](C)CO)C(=O)c2cc(NS(=O)(=O)c3ccccc3)ccc2O1	-3	4[16.7 µM]	x	-18	3	1	6	4
C[C@@H]1CCCCO[C@@H](CN(C)S(=O)(=O)c2ccc(F)cc2)[C@@H](C)CN([C@@H](C)CO)C(=O)c2cc(N(C)C)ccc2O1	-1	-12[16.7 µM]	x	14	0	-2	-3	0
CN(C)C1=NC[C@H](Cc2ccccc2)N1CCC1CCCC1	2	0	15	1	-1	0	7	5
C[C@@H]1CCCCO[C@@H](CN(C)Cc2ccc3c(c2)OCO3)[C@H](C)CN([C@@H](C)CO)C(=O)c2cc(NS(=O)(=O)c3ccccc3)ccc2O1	-11	0[16.7 µM]	-4	3	3	2	2	3
SMILES	EWS-Fli block	miR-122 sensor	FN deposition inh	LGR2 inh	Cneo AK release	Casp6 inh	PGC1a acetyl inh	PAX8 reporter
O=c1cc2c(nn1Cc1ccc(Cl)cc1Cl)-c1ccccc1CC2	x	-5	-5	x	2	x	4	17
Cn1nnnc1SCC(=O)Nc1ncc(Cl)cc1Cl	6	-6	-5	8	-6	8	x	3
COC(=O)[C@]12C[C@H](CC(=O)N3CCOCC3)C(=O)N(Cc3ccccc3)C1=C[C@H](C(C)C)O[C@@H]2C1CC1	-8	x	-1	2	x	1	x	-21
Cc1sc(NC(=O)c2ccc(=O)n(C)n2)nc1-c1ccccc1	-28	-5	8	-15	-2	-3	4	-20
CCS(=O)(=O)N(C)C[C@@H]1N[C@H](CO)[C@@H]1c1ccc(-c2ccccc2F)cc1	-4	x	4	8	x	0	x	x
CC(C)(C)c1nc(CN2CCCCC2)cc(CN2CCCCC2)c1O	x	6	0	x	-1	x	0	9
Nc1nc2c(s1)COc1ccccc1-2	-62	-5	2	-2	1	6	6	-32
O=C1NC2(CCSC2)C(=O)N1CC(=O)N(Cc1ccccc1)C1CCS(=O)(=O)C1 (configuration not stated)	-4	-4	0	3	7	0	1	-1
Cn1nnnc1Sc1ncnc2scc(-c3cccc(F)c3)c12	29	2	5	83*	-2	-1	-11	105*
COc1ccc(OCc2nnc(SCC(=O)Nc3ccccc3F)o2)cc1	-4	3	-8	-4	-1	-2	-8	15
CC=Cc1ccc2n(c1=O)C[C@@H]1[C@@H](CO)[C@H](C(=O)N(C)C)N(Cc3cccc(F)c3)[C@H]21 (mixture of isomers)	2	x	x	-2	37	-3	x	x
COc1ccc(NC(=O)Nc2ccc3c(c2)C(=O)N([C@H](C)CO)C[C@H](C)[C@H](CN(C)C(=O)CCC(F)(F)F)OCCCC[C@H](C)O3)cc1	-1	2[16.7 µM]	x	18	0	x	7	2
CC(=O)c1cccc(CN2CCN(CC=C(C)C)C(CCO)C2)c1 (configuration not stated)	0	1	-13	3	5	-8	5	3
CN1CCN(c2nc3cc(N4CCOCC4)ccc3s2)CC1	-81	-4	x	-34	-1	-5	14	-83
CCOC(=O)c1sc(N)nc1-c1ccccc1	4	-4	-12	-28	-1	2	-2	1
O=C(Nc1ccc2c(c1)CCC2)Nc1ccccc1F	-4	1	x	-111	-3	-1	12	-173
O=C(c1cnccn1)N1CC[C@@H]2[C@@H](CO)Nc3ccc(-c4cccc(F)c4)cc3[C@@H]21	2	4[16.7 µM]	4	17	1	0	-1	-6
O=C(C1CC1)N1CCCCN2[C@@H](CO)[C@H](c3ccc(C#CC4CCCC4)cc3)[C@@H]2C1	-2	3[16.7 µM]	x	3	8	2	-8	18
O=C(/C=C/c1cccc([N+](=O)[O-])c1)OC1CCCCC1=O (configuration not stated)	0	x	0	-1	x	1	x	-8
